High-throughput results: PubChem BioAssay, several laboratories
Kir21 block = inhibitors of mouse Kir2.1 inward-rectifier potassium channel. Inward rectifier potassium channel 2 (Mus musculus), P35561. HEK293-Kir2.1, FluxOR thallium flux fluorescence; stronger effect = lower value. B-score at 10 µM. 0.85% of 310,000 active. AID 1672, 2009;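 active means fluorescence ratio B-score at or below minus 3 SD of library scores, with starting-brightness B-score within 2 SD, cut at about -4.2 in these data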;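 further: channel flux triggered by added potassium and thallium sulfate stimulus; B-score of peak minus minimum fluorescence over baseline after thallium stimulus; more negative B-score means stronger Kir2.1 block with less thallium influx; some compounds called inactive have numbers as strong as hits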
Target sequence (P35561 whole entry, looked up): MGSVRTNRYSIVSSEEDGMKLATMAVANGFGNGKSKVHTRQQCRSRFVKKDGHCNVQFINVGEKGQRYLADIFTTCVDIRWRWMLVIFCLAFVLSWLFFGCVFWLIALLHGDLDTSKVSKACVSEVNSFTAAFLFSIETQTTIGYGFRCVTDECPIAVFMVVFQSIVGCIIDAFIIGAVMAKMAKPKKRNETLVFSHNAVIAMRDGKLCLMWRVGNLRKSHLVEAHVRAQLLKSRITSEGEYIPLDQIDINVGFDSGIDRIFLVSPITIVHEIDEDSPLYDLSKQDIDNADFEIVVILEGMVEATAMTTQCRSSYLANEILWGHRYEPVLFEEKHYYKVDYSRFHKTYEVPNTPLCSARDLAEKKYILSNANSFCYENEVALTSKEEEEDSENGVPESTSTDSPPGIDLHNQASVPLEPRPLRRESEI
STK33 kinase inh = inhibitors of purified STK33 kinase, primary screen, biochemical, ADP-Glo luminescence, homogeneous, cell-free; Serine/threonine-protein kinase 33 (Homo sapiens), Q9BYT3; 0.073% of 320,000 active; AID 2661, 2010; MBP phosphorylation; inhibition, % at 10 µM;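 active means inhibition at or above 25%, using the most active replicate where run in duplicate; inactive means inhibition below 25%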
Target sequence (Q9BYT3 whole entry, looked up): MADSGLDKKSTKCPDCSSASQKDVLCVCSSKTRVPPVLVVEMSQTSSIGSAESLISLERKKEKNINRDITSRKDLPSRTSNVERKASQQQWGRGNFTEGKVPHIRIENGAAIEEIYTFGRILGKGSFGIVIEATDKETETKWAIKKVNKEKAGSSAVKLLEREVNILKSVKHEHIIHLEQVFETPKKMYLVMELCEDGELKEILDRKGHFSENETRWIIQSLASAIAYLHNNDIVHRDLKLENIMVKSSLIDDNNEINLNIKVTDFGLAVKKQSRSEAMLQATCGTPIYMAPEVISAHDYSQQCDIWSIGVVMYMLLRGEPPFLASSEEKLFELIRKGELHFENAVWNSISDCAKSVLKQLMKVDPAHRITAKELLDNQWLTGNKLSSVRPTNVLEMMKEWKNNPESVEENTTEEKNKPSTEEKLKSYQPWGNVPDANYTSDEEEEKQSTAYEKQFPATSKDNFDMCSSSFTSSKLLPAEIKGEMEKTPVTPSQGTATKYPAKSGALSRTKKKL
KCNQ2 block = KCNQ2 potassium channel inhibitors, primary screen, cell-based, CHO-K1, FluxOR thallium flux, B-score (AID 2156). Potassium voltage-gated channel subfamily KQT member 2 (Rattus norvegicus), O88943. 20 min; stronger effect = lower value. B-score at 10 µM. 1.1% of 310,000 active;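 active means fluorescence ratio B-score at most minus 3 library SDs, with starting brightness B-score within 2 library SDs, cut at about -5.5 in these data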
* marks the source's active call; other numbers are inactive results; i = inactive; x = not tested or not shown. Some of the compounds tested (hit frequency here may not be typical).

The line under a structure holds: Kir21 block, KCNQ2 block, STK33 kinase inh
CC(=O)Nc1cc(C(=O)N2CCC3(CC2)OCCO3)ccc1S(=O)(=O)c1ccc(Cl)cc1
  -0.24, i, -0.1
CCCCN1CCC(O)(c2ccccc2)C(C(=O)c2ccccc2)C1 (configuration not stated)
  -2.3, i, -2.4
O=C(c1cc(-c2cccnc2)nc2ccc(Cl)cc12)N1CCC2(CC1)OCCO2
  -2.2, i, -0.5
N#Cc1ccccc1Cn1cc(C(=O)c2ccccc2F)c2ccccc21
  0, i, -0.9
C/C(=N\NC(=O)c1ccncc1)c1c(O)n(-c2ccccc2)c(=O)[nH]c1=O
  1.3, i, 0.5
C[N+](C)(C)CCc1ccc(O)cc1
  0.02, i, 0.3
OCC#CC[N+]1(CC#Cc2ccccc2)CCOCC1
  -0.58, i, -0.8
Fc1ccc(N2CCN(Cc3cc4c(cc3Br)OCO4)CC2)cc1
  -0.92, i, -0.2
CCCCn1c(=O)c(C(=O)Nc2ccccc2Cl)c(O)c2ccccc21
  -1.3, i, -0.2
Nc1c(C(=O)NCCN2CCOCC2)c2nc3ccccc3nc2n1Cc1ccccc1
  -2.2, i, 1.8
COc1ccc(-c2[nH]ncc2CNC(C)Cc2cccc(C)n2)cc1F (configuration not stated)
  -0.02, i, -1.3
CCOC(=O)c1c(/N=C/C2C(=O)NC(=S)NC2=O)sc(C)c1C
  1.4, i, 0.0
O=C(CN1CCCCC1)c1ccc2c(c1)OCO2
  -0.3, i, 3.5
Cc1cc(OCC(=O)NCC2CCC(C(=O)O)CC2)c2c3c(c(=O)oc2c1)CCC3 (configuration not stated)
  0.89, i, -1.4
CC(C)NC(C)C(=O)c1ccc2ccccc2c1 (configuration not stated)
  0.84, i, 0.4
CC(=O)N1CCC2(CC1)CC(=O)c1cc(OCC(=O)N3CCN(C)CC3)ccc1O2
  -1.2, i, -0.2
COc1ccc(-n2c(/C=C3\C(=O)Nc4ccccc43)nc3ccccc3c2=O)cc1
  1.1, i, -1.3
CC(=O)N1CCCSC1=Nc1ccccc1
  3.2, i, -1.1
CCOC(=O)c1c(C)n(Cc2ccccc2)c2ccc(OCC(O)CN3C(=O)CNC3=O)cc12 (configuration not stated)
  0.17, i, -0.6
C/C(CC(c1ccccc1)c1c(O)c2ccccc2oc1=O)=N\Nc1ccc([N+](=O)[O-])cc1[N+](=O)[O-] (configuration not stated)
  -0.69, i, 9.8

Entries from the list above that have an NH in an aromatic ring (two):
The line under a structure holds: Kir21 block, KCNQ2 block, STK33 kinase inh
C/C(=N\NC(=O)c1ccncc1)c1c(O)n(-c2ccccc2)c(=O)[nH]c1=O
  1.3, i, 0.5
COc1ccc(-c2[nH]ncc2CNC(C)Cc2cccc(C)n2)cc1F (configuration not stated)
  -0.02, i, -1.3

Further compounds:
The line under a structure holds: Kir21 block, KCNQ2 block, STK33 kinase inh
O=C1N=c2ccccc2=C/C1=C\c1c(O)[nH]c(=S)[nH]c1=O
  0.39, i, -0.9
COc1c(C)cc(C(=O)C2CCCN(C3CCOCC3)C2)cc1C (configuration not stated)
  0.35, i, 0.8
C=CCn1c(O)c(C(CC)=NCCCO)c(=O)[nH]c1=O
  0.18, i, -0.3
O=c1c2ccccc2nc(CN2CCCCCC2)n1-c1ccc(F)cc1
  -0.37, i, -1.2
CN1CCN(c2ccc(C(N)=O)cc2N)CC1
  0.24, i, -3.0
CCOC(=O)N(c1ccccc1)P1(=S)OCCO1
  1.5, i, 0.7
CC(=NC(C)c1ccccc1)c1c(O)[nH]c(=O)[nH]c1=O (configuration not stated)
  -1, i, -0.9
O=C1NC(=S)NC(=O)C1C1CCCCC1
  1.5, i, 3.1
CC(NC(=O)Cc1cccc2ccccc12)C(=O)N1CCC(=O)CC1 (configuration not stated)
  2.4, i, -0.4
COP(=O)(OC)C(Nc1ccccn1)c1ccccc1 (configuration not stated)
  1.9, i, -2.0
C=COCCn1c(C)c(C(C)=O)c2cc(O)ccc21
  -0.06, i, 0.8
OCC1(CO)COC(c2cccnc2)N1 (configuration not stated)
  -0.15, i, -0.8
O=C(c1ccc(Cl)cc1)N1CCC2(CC1)OCCO2
  -0.75, i, -1.9
CCCOP(=O)(O)c1c([N+](=O)[O-])cc(C(F)(F)F)cc1[N+](=O)[O-] (tested in a mixture with another compound)
  -1.4, i, 0.8
CNC(=O)NC(O)C(Cl)(Cl)Cl (configuration not stated)
  0.16, i, -1.1
O=C(CN1CCCCC1)c1ccc(F)cc1
  -1.5, i, -0.2
Cc1ccc2c(c1)CC1(CN2C)C(=O)NC(=O)N(c2cc(C)ccc2C)C1=O (configuration not stated)
  -1.3, i, -1.3
COc1cc(C)c(CN2CC=C(c3ccc(F)cc3)CC2)cc1C
  0.94, i, -2.0
CC(C)c1ccc(O)c(CN2CCN(c3ccccc3)CC2)c1
  -1.4, i, -3.2
COc1ccc(CC(C)NC2CCCCCC2)cc1 (configuration not stated)
  -2.5, i, -2.1

Molecules listed so far that contain a nitro group on carbon (2):
The line under a structure holds: Kir21 block, KCNQ2 block, STK33 kinase inh
C/C(CC(c1ccccc1)c1c(O)c2ccccc2oc1=O)=N\Nc1ccc([N+](=O)[O-])cc1[N+](=O)[O-] (configuration not stated)
  -0.69, i, 9.8
CCCOP(=O)(O)c1c([N+](=O)[O-])cc(C(F)(F)F)cc1[N+](=O)[O-] (tested in a mixture with another compound)
  -1.4, i, 0.8

Following part:
The line under a structure holds: Kir21 block, KCNQ2 block, STK33 kinase inh
CCN1C[C@]2(CO)CC[C@H](OC)[C@@]34C5C[C@H]6[C@H](OC)C5[C@](O)(C[C@H]6OC)[C@@](O)(C(OC)C23)[C@@H]14 (some centres not stated)
  0.82, i, 0.4
CC[N+]12CCC(CC1)C(C(O)(c1ccccc1)c1ccccc1)C2 (configuration not stated)
  -1.6, i, -1.1
COc1ccc(C(=O)C2CCCN(Cc3cccc(C)n3)C2)c(OC)c1 (configuration not stated)
  -0.92, i, -1.9
COc1ccc(N2C(=O)NC(=O)/C(=C/c3cccc(OC(=O)c4cccs4)c3)C2=O)cc1Cl
  -3.5, i, 0.1
O=c1cc(C(F)(F)F)c2cc3c4c(c2o1)CCCN4CCC3
  -11, i, -0.9
c1ccc2sc(NC3=NCCN3)nc2c1
  2.4, i, -1.1
Cc1ccc(-n2c(C)cc(/C=C3/C(=O)NC(=O)N(Cc4ccco4)C3=O)c2C)cc1
  -0.74, i, -1.7
O=C(COc1ccccc1)N1CCN(CCN2C(=O)c3cccc4cccc(c34)C2=O)CC1
  -0.01, i, -0.4
COc1ccccc1/C=N/N=C(/N)N[N+](=O)[O-]
  -0.54, i, -0.6
CN1CCC(n2nccc2N)CC1
  0.12, i, -2.6
N/C(=N\[N+](=O)[O-])NCCCC(NC(=O)CNC(=O)c1ccccc1)C(=O)O (configuration not stated)
  1.2, i, -1.4
CCN(CC)P(=O)(Oc1ccccc1)Oc1ccccc1
  -2.6, i, -2.2
CCOC(=O)c1sc(N=Nc2c(O)[nH]c(=O)[nH]c2=O)c(C(=O)OCC)c1C
  0.04, i, -1.5
O=C(c1ccc(Cl)cc1)C1CCCN(Cc2cccc3cccnc23)C1 (configuration not stated)
  -1.1, i, -1.2
Cc1ccc(N/N=C/c2c(O)n(-c3ccccc3)c(=O)[nH]c2=O)cc1
  -0.23, i, 0.1
CC(C)NS(=O)(=O)c1ccc(OCC(=O)N2CCN(C)CC2)cc1
  0.83, i, -1.4
CCCCOP(=O)(CN1CCOCC1)OCCCC
  -0.05, i, 2.0
CCN1CCN(Cc2cc3c(cc2[N+](=O)[O-])OCO3)CC1
  -0.06, i, -1.5
O=C1Nc2ccc(Br)cc2C(c2ccccc2)=NC1O (configuration not stated)
  0.13, i, -0.7
CC(C)COP(=O)(OCC(C)C)C(O)c1cccnc1 (configuration not stated)
  -0.12, i, -0.2
CCOC(=O)C1(CCOc2ccccc2)CCN(Cc2cccc(O)c2)CC1
  -1, i, -0.8
CC(C)(C)c1ccc(CSc2cnn(C(C)(C)C)c(=O)c2Cl)cc1
  2, i, 0.0
CN1C[C@H](CO)C=C2c3cccc4[nH]cc(c34)C[C@H]21
  -1.4, i, 0.5
COCCOC(=O)C1=C(N)Oc2c(c(=O)oc3ccccc23)C1c1ccncc1 (configuration not stated)
  0.49, i, 2.2
C=C1C(=O)O[C@@H]2C[C@@H](C)[C@@H]3C4OC4C(=O)[C@@]3(C)[C@@H](O)[C@H]12 (some centres not stated)
  -0.72, i, 0.1
CC(=O)O[C@@H]1[C@H]2CC[C@@H]3[C@]1(C[C@@H](OC(C)=O)[C@@]1(O)C([C@@H]4O[C@@H]4C1(C)C)[C@]3(C)O)C[C@@]2(C)O (some centres not stated)
  -2.7, i, -0.5
O=C1NC(=O)C(=Cc2coc3ccccc3c2=O)C(=O)N1
  0.81, i, -0.9
COc1ccc(C2(C#N)CCN(C)CC2)cc1
  0.19, i, -0.9
COc1ccc(CC(=O)Nc2ccc(C#N)c(Cl)c2)cc1S(=O)(=O)N1CCOCC1
  -0.14, i, -1.3
CC(C)c1ccc(N=Nc2c(O)[nH]c(=O)[nH]c2=O)cc1
  -0.66, i, -0.5
C(#CCN1CCCCC1)COCc1ccccc1
  2.4, i, -1.2
Cn1cccc1/C=C1\C(=O)NC(=O)N(Cc2ccco2)C1=O
  1.1, i, x
COc1cc(C2SCC(=O)Nc3c2c(C)nn3-c2ccccc2)cc(OC)c1OC (configuration not stated)
  0.77, i, -0.6
Cc1ccc2c(c1)C(c1ccccc1)NCC(=O)N2 (configuration not stated)
  -2.5, i, 0.6
CN1C(=O)C(=Cc2ccc(N(C)C)c([N+](=O)[O-])c2)C(=O)N(C)C1=O
  0.72, i, -0.3
CCOC(=O)c1c(NC(NC(=O)CF)C(Cl)(Cl)Cl)sc2c1CCCC2 (configuration not stated)
  -0.24, -8.4*, x
Cc1ccc2c(c1)C1CN(C)CCC1N2C(=O)c1cn(-c2ccccc2)nc1-c1ccccc1 (configuration not stated)
  -0.7, i, 4.6
CCCCn1c(O)c(C(=O)/C=C/c2ccc3c(c2)OCO3)c(=O)[nH]c1=O
  -0.42, i, 2.1
CN(C)C1C(=O)C(C(N)=O)=C(O)C2(O)C(=O)C3=C(O)c4c(O)cccc4C(C)(O)C3C(O)C12 (configuration not stated)
  0.65, i, -0.2
CCOC(=O)C(NC(=O)CCl)(Nc1ccc(C(O)(C(=O)OCC)C(F)(F)F)cc1)C(F)(F)F (configuration not stated)
  -0.83, i, -0.3
CCCCOc1ccc(CC2C(=O)N(C)C(=O)N(C)C2=O)cc1
  0.16, i, 0.0
Cc1ccccc1C1=NCC(=O)N(CC(=O)N2CCCCC2)c2sc(C)c(C)c21
  -0.43, i, -0.7
CCOC(=O)C1(CCOc2ccccc2)CCN(Cc2ccc(C)s2)CC1
  -4.1, i, -0.3
CC(=O)OC1CCC2(/C=N/O)C(=CCC3C4CCC(=O)C4(C)CCC32)C1 (configuration not stated)
  -0.56, i, -0.3
COc1ccc(CCNCc2ccc(C)s2)cc1OC
  2.3, i, -1.3
Cc1nn(C)c(C)c1/C=C1/CC2C3CC=C4CC(O)CCC4(C)C3CCC2(C)C1=O (configuration not stated)
  1, i, 0.9
CCCCCn1c(=O)c(C(=O)Nc2cnccn2)c(O)c2ccccc21
  -0.18, i, -0.6
COc1ccccc1OCC(=O)Nc1ccc(Cl)cc1C(=O)c1ccccc1
  -0.3, i, -1.4
Cc1nn(CCC#N)c2c1P(=S)(N1CCCC1)OC(c1ccc(F)cc1)=N2 (configuration not stated)
  -3.2, i, -1.3
O=C(N/N=C/c1c(O)n(-c2ccccc2)c(=S)[nH]c1=O)c1ccccc1
  -0.19, i, -1.7

The list continues:
The line under a structure holds: Kir21 block, KCNQ2 block, STK33 kinase inh
CCC1(c2ccc(-c3ccccc3)cc2)C(=O)NC(=O)NC1=O
  -0.67, i, -0.9
Cc1nn(-c2ccccc2)c(Cl)c1C1C(C#N)=C(N)Oc2c1c(=O)oc1ccccc21 (configuration not stated)
  0.33, i, -2.0
CCOC(=O)C(O)(c1ccc(NC(=O)c2ccco2)c(OC)c1)C(F)(F)F (configuration not stated)
  -1.2, i, 5.2
C/C(=N\N1CCN(C)CC1)c1c(O)[nH]c(=O)[nH]c1=O
  0.49, i, -2.5
CC(C)CN(CC(C)C)c1ccc(C=C2C(=O)NC(=S)NC2=O)cc1[N+](=O)[O-]
  -2.8, i, -2.4
O=C(O)c1[nH]c(=O)[nH]c(=O)c1F
  -2.1, i, 0.2
CSc1ccccc1C(=O)C1CCCN(Cc2ccn[nH]2)C1 (configuration not stated)
  -1.8, i, -2.6
COc1ccc(N2C(=O)NC(=O)/C(=C/c3ccc(N4CCOCC4)cc3)C2=O)cc1
  -2.1, i, -2.1
CCOC(=O)c1c(N)n(CCCOC(=O)c2ccco2)c2nc3ccccc3nc12
  -0.9, i, 0.0
CCn1cc(C(=O)N2CCCCC2)c2ccccc21
  1.2, i, -0.7
CCOCCCNC(=O)C1c2cc(OC)c(OC)cc2C(=O)N2CCCCC12 (configuration not stated)
  -0.5, i, -0.3
Cn1c(=O)c2c(nc(N/N=C/c3c(O)n(-c4ccccc4)c(=S)[nH]c3=O)n2C)n(C)c1=O
  0.83, i, 0.8
